# DNMT1 block = inhibitors of human DNMT1; DNMT1 molecular beacon, Hinp1I cleavage, fluorescence; AID 588458; actives 0.83% (n = 360,000); P26358; inhibition (reported as % activation of signal), % at 10 µM; in the data active = inhibition above about 50%
# SUMO1-SIM PPI = modulators of human SUMO1-mediated protein-protein interactions; actives 0.33% (n = 360,000); inhibition, % at 20 µM; P63165; SUMO1 binding to a labelled peptide, TR-FRET, 1 h; in the data active = inhibition above about 37%
# NadD inh = NadD (S. aureus) enzyme inhibition; actives 0.78% (n = 360,000); AID 602399; purified NadD enzyme, colorimetric absorbance read-out; inhibition, % at 20 µM; in the data active = inhibition above about 26%; note: some compounds past the cut are filed as inactive
# LMPTP inh = blocks human LMPTP phosphatase; AID 651560; inhibition, % at 20 µM; recombinant LMPTP-A, OMFP fluorogenic substrate, fluorescence intensity; P24666; actives 0.22% (n = 360,000);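 active = compounds that cut the enzyme signal by at least half of the control window in the single-dose screen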;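 note: plate controls were DMSO wells with enzyme plus substrate for no effect and substrate without enzyme for full effect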
#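 Test system – LMPTP-A phosphatase enzyme · Quantity – 0.625 nM LMPTP-A final · Reagent – OMFP substrate, 400 µM final · Dosing – one test concentration per compound, 20 µM, with 3% DMSO overall · Timing – 50 min enzyme reaction at room temperature, protected from light · Detection – fluorescence intensity · Controls – substrate-only low control, DMSO enzyme-plus-substrate high control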
# Neddylation inh = inhibitors of human cullin neddylation | actives 0.58% (n = 360,000) | calls only at 25 µM | P61081+Q13564 | AID 651699 | TR-FRET cullin neddylation, biochemical; in the data active = inhibition above about 36%
# Rpn11 block = inhibitors of human proteasome Rpn11 | calls only at 20 µM | human 26S proteasome, Ub4-pepOG fluorescence polarization; 20S core pre-blocked with epoxomicin | actives 0.59% (n = 360,000) | O00487;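 active = inhibition at 20 µM, scaled to each plate's controls, above about 33%, limit read from the data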
# Scp1 inh = Scp-1 (human) phosphatase inhibition; Q9GZU7; Recombinant Scp1, phosphopeptide, malachite green phosphate absorbance; inhibition, % at 20 µM; actives 0.88% (n = 340,000); AID 493091;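 active = inhibition above about 50% at 20 µM, limit read from the data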;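 note: plate controls were DMSO wells with enzyme for no effect and wells lacking enzyme for full effect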
#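 Material – SCP-1 phosphatase catalytic domain, residues 76-261 · Buffer or medium – Acidic Tris acetate buffer with magnesium and detergent · Also added – Phospho 17-mer peptide substrate · Compound – single 20 µM dose, 1% DMSO · Times – 45 min room-temperature reaction, 5 min colour, 30 min stabiliser · Technique – Phosphate-binding colour reagent, absorbance read at 630 nm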
# STEP inh = blocks human striatal-enriched tyrosine phosphatase; P54829; recombinant STEP, OMFP fluorogenic substrate, fluorescence; inhibition, % at 20 µM; actives 0.25% (n = 360,000); AID 588621;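 active = inhibition at 20 µM, scaled per plate between control wells, above about 37%, limit read from the data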;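 note: 0% = DMSO with enzyme and substrate and 100% = substrate only without enzyme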
#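 medium = Bis-Tris buffer pH 6.0, 2.5 mM DTT, 0.005% Tween 20 | test system = STEP (striatal-enriched tyrosine phosphatase) enzyme, cell-free | measure = normalized % inhibition | compound dosing = 20 µM, 1% DMSO | also added = 25 µM OMFP | schedule = reaction 20 min, ambient temperature | measured by = fluorescence read at 480 nm ex / 540 nm em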
# Rin1 Abl inh = inhibitors of human Rin1-Abl protein interaction; P00519+Q13671; AID 588664; inhibition, % at 7.35 µM; TR-FRET Rin1/Abl binding, biochemical; actives 0.4% (n = 360,000); in the data active = inhibition above about 5%, passing the limit was not always enough
# CSN deneddyl inh = inhibitors of human CSN-mediated cullin deneddylation; Q92905; Purified CSN, SCF-Nedd8-OG deneddylation, fluorescence polarization; inhibition, % at 12.5 µM; actives 0.38% (n = 360,000); AID 651999;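 active = pattern-corrected inhibition above about 35%, with an unprinted fluorescence ratio check between 0.5 and 1.5, limit read from the data, passing the limit was not always enough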;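 note: 0% = enzyme with substrate and 100% = substrate without enzyme; some results filed as inactive read as strong as hits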
#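 test system = HEK293T-derived human Csn5 enzyme | amount = 0.24 nM Csn5 enzyme, final concentration | medium = Tris/NaCl/DTT buffer, pH 7.5 | schedule = 90 min reaction at room temperature | signal = FP | evaluation = inhibition of Csn5 cleavage, % | compound dosing = single dose of 12.5 µM compound with 0.25% DMSO | probe or stimulus = 10 nM SCFSkp2-Nedd8OG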
# Numbers without * were called inactive; i = inactive; . = not tested or not shown; + = active, no number.
# Fields – Rin1 Abl inh	STEP inh	Scp1 inh	LMPTP inh	NadD inh	Rpn11 block	SUMO1-SIM PPI	Neddylation inh	DNMT1 block	CSN deneddyl inh
NCCCCCC(=O)N/N=C/c1coc2ccccc2c1=O
  -4.9	-2.6	-5.1	-2.1	-6.5	i	10.4	i	3.2	0.9
CCOC(=O)N1CCN(S(=O)(=O)N2CCCC(C(=O)NCCc3ccc(C)cc3)C2)CC1 (configuration not stated)
  1.1	-2.3	-5.2	-0.6	-6.3	i	0.6	i	1.0	5.0
CCOC(=O)c1c(/N=C/N(C)C)sc(/C=N/Nc2ccccc2)c1-c1ccc(Cl)cc1
  -113.8	2.6	-1.1	1.9	13.8	+	-19.5	i	-9.3	4.9
C=CCN(Cc1ccc(Cl)s1)C(=O)c1ccc(F)c(S(=O)(=O)N2CCOCC2)c1
  2.9	2.4	-13.3	1.6	-2.1	i	3.2	i	2.3	2.7
COc1cc(S(=O)(=O)N2CCN(Cc3ccc4c(c3)OCO4)CC2)ccc1NC(C)=O
  0.3	-0.5	.	-0.7	-3.4	+	2.0	i	47.5	9.6
CC[C@H](C)[C@@H](COC=O)NC(=O)[C@H]1O[C@@H](n2ccc(N)nc2=O)[C@H](O)[C@@H]1O
  1.6	-0.4	.	-1.8	-6.2	i	-0.2	i	2.0	-4.7
COc1ccc(-c2csc(NC(=O)c3ccccc3OC)c2C(=O)O)cc1OC
  -1.1	-1.4	-7.3	-0.7	-4.4	i	12.9	i	2.9	1.7
O=c1[nH]c(C2CCCN(S(=O)(=O)c3ccccc3)C2)nc2c1nnn2Cc1ccc2c(c1)OCCO2 (configuration not stated)
  -0.5	1.8	0.0	4.5	28.4	i	5.3	i	-1.8	-0.7
O=C(c1ccc(Cl)c(S(=O)(=O)N2CCOCC2)c1)N1CCc2ccccc2C1
  6.0	0.0	2.6	-0.2	-3.6	i	0.1	i	3.8	-0.3
COc1ccc(/C=N/NC(N)=S)cc1
  -5.4	-1.6	0.9	1.8	0.5	i	-6.4	i	3.4	1.7
O=C(COC(=O)Cc1cccc(F)c1)NC(=O)NC1CCCCC1
  -3.7	0.5	-8.2	0.7	-7.7	i	7.1	i	1.4	-2.3
CCN(CC)CCN(C(=O)c1ccccc1OC)c1nc2ccc(F)cc2s1
  -1.8	-2.8	-5.4	-1.6	-0.6	i	-1.4	i	0.0	0.4
O=C(CCc1ccccc1)NNC(=S)NC(=O)c1ccccc1
  4.8	1.3	-8.0	1.8	5.5	i	1.3	i	0.2	-1.3
CCN(C(=O)COC(=O)/C=C/c1ccc(Cl)c(Cl)c1)c1c(N)n(Cc2ccccc2)c(=O)[nH]c1=O
  1.8	3.5	-2.2	-0.9	17.0	i	-5.9	i	18.1	2.9
O=C1c2ccccc2C(=O)N1CCCCCCc1ccccc1
  -2.0	2.7	-13.9	3.8	-2.9	i	2.2	i	0.5	-1.3
Cc1cccc(-c2nsc(SCC(=O)NCc3ccc4c(c3)OCO4)n2)c1
  -1.5	1.3	-2.4	0.6	-2.8	i	0.0	i	0.4	-3.0
COc1cc([N+](=O)[O-])ccc1NC(=S)NC(=O)CC(C)(C)C
  2.7	0.8	-12.9	1.1	-1.7	i	-8.3	i	0.2	0.5
CN(C)S(=O)(=O)c1cccc(NC(=O)COC(=O)c2cc(=O)[nH]c(=O)[nH]2)c1
  0.3	-1.6	-5.0	-0.8	0.4	i	4.5	i	0.1	6.9
CCOc1ccc(C(=O)CCC(=O)NCC(=O)OCc2ccccc2)cc1OCC
  -0.9	-1.2	-5.3	-0.4	-5.5	i	-1.0	i	-3.2	6.1
O=C(CSc1nc2ccccc2s1)N/N=C/c1cc([N+](=O)[O-])ccc1O
  -1.9	-2.0	-5.4	1.4	3.0	i	-13.5	i	-11.7	-0.3
O=C(CN1CCOCC1)Nc1ccc(Oc2ccccc2)cc1
  -0.1	-0.4	-1.1	-1.5	0.2	i	1.9	i	-1.8	-4.8
O=C(Cc1sc(Nc2ccccc2)nc1-c1ccccc1)NCc1ccccn1
  1.8	0.4	-6.5	-1.9	11.8	i	10.1	i	-25.9	9.2
COc1cc2c(cc1NC(=O)Nc1ccc(F)cc1)oc1ccccc12
  -3.1	-3.3	-11.7	1.5	1.1	i	-1.2	i	83.0*	-1.5
Cc1ccc(C(C)C)c(OCCNCCc2ccccc2)c1
  -1.9	5.1	1.2	-2.1	4.5	i	-4.9	i	-0.5	4.2
CC(c1ccon1)N(C)C(=O)CCc1nnc(CCCCc2ccccc2)o1 (configuration not stated)
  -1.1	1.3	-12.1	-1.4	-4.6	i	1.1	i	0.9	-5.1
CCOC(=O)CSc1nc(-c2ccccc2)cc(C(F)(F)F)n1
  -2.8	4.8	-7.3	3.2	-0.5	i	-2.2	i	-0.2	2.5
CCC1(CC)NC(=O)N(CC(=O)OCC(=O)Nc2ccccc2OC(F)F)C1=O
  3.3	-2.0	1.2	-1.9	-0.8	i	3.6	i	8.9	1.8
N#CCCN1CCN(S(=O)(=O)c2cc(Cl)ccc2Cl)CC1
  1.5	-3.3	1.4	-0.4	2.8	i	-0.6	i	0.5	1.4
CCCC(=O)Nc1nc2n(n1)C(c1ccccc1)CC(=O)N2 (configuration not stated)
  -0.9	-0.7	2.5	-3.3	-0.6	i	-0.4	i	2.0	-2.3
COC(=O)c1ccc(CN2CCN(Cc3ccc(C(=O)OC)o3)CC2)o1
  1.2	0.1	-4.2	-2.3	-6.3	i	-0.6	i	1.8	-3.8

# Shown as a hit in DNMT1 block, among the entries above:
canonical_smiles | Rin1 Abl inh | Scp1 inh | LMPTP inh | NadD inh | Rpn11 block | SUMO1-SIM PPI | Neddylation inh | DNMT1 block | CSN deneddyl inh
COc1cc2c(cc1NC(=O)Nc1ccc(F)cc1)oc1ccccc12 | -3.1 | -11.7 | 1.5 | 1.1 | i | -1.2 | i | 83.0* | -1.5

# Following part.
# Fields – Rin1 Abl inh	STEP inh	Scp1 inh	LMPTP inh	NadD inh	Rpn11 block	SUMO1-SIM PPI	Neddylation inh	DNMT1 block	CSN deneddyl inh
NCc1csc(Nc2cc(Oc3ccccc3)ncn2)n1
  -5.0	-0.1	.	-1.4	-0.4	i	-1.7	i	2.7	3.9
CC1c2ccccc2SC(CCCN(C)C)c2ccccc21 (configuration not stated)
  -4.8	-3.8	0.9	-1.4	1.0	i	-0.9	i	0.6	-5.2
Cc1ccc(SCC(=O)OCC(=O)NC2(C#N)CCCCC2)cc1
  0.1	0.5	-7.6	-0.1	-4.8	i	-4.3	i	-1.7	1.5
CS(=O)(=O)c1ccc2nnn(OCC(=O)Nc3ccc(Br)cc3Br)c2c1
  -0.8	0.4	1.4	-0.6	-2.5	i	-2.6	i	-2.3	-7.5
COc1ccc(/C=N/NC(=O)c2ccccc2F)cc1CN1CCN(c2ccc(F)cc2)CC1
  -3.3	-3.1	-4.9	1.3	1.0	i	-8.2	i	-7.5	-4.2
O=C(NCCCc1ccccc1)C(=O)NCC1OCCN1S(=O)(=O)c1ccccc1 (configuration not stated)
  1.6	0.8	4.6	2.0	-2.7	i	2.1	i	-0.6	-2.7
C=CC[N@@+]12CC[C@]34c5ccccc5N5/C=C6\C7N(/C=C(\C53)[C@@H](C[C@@H]41)/C(=C/CO)C2)c1ccccc1[C@@]71CC[N@@+]2(CC=C)C/C(=C\CO)[C@@H]6C[C@@H]12 (some centres not stated)
  0.0	-4.3	10.3	-0.7	13.2	i	-1.9	i	-7.8	-1.6
O=C(CSc1nnc(-c2c[nH]c3ccccc23)n1C1CC1)NC1CCS(=O)(=O)C1 (configuration not stated)
  3.5	-1.3	.	1.5	1.5	i	0.6	i	1.6	1.9
CCOC(=O)CSc1nnc(-c2cccc(Cl)c2)n1CC
  3.4	-0.1	-3.4	-1.4	-1.4	i	-2.2	i	2.1	-1.4
COC(=O)c1ccc(N2CCN(C)CC2)c(NC(=O)COc2ccccc2Cl)c1
  0.2	0.4	0.7	-0.1	-0.9	i	12.1	i	-0.8	0.4
CCN(C1CCCCC1)S(=O)(=O)c1ccc(C(=O)O)cc1
  0.5	-5.9	-5.6	-0.1	-4.5	i	-1.5	i	-0.6	2.6
NC(=S)NN=C1C=CCCC1
  -0.2	-1.5	-10.4	-0.7	3.0	i	2.5	i	3.6	3.3
O=C(Cc1ccccc1)Nc1ccc2oc(=O)ccc2c1
  -4.5	0.6	-0.7	1.6	-2.8	i	-10.5	i	-1.1	-4.3
Cc1cc2oc(=O)cc(CN3CCN(c4ccc(Cl)c(Cl)c4)CC3)c2cc1Cl
  -0.6	0.2	.	0.2	20.0	i	1.5	i	0.4	-2.0
Cc1ccc(-n2c(-c3ccc(Br)cc3)c[n+]3c2CCc2ccc4cccnc4c2-3)cc1
  -4.4	6.4	8.6	27.8	3.7	i	-13.2	i	32.7	2.4
CC(=O)N1c2ccc(S(=O)(=O)N3CCCC3)cc2CC1C(=O)NCc1ccccc1F (configuration not stated)
  1.3	1.9	3.4	-0.5	-5.3	i	-2.5	i	-0.9	1.4
N#CCCNC(=O)CCN1CCOCC1
  2.2	-5.6	-9.6	-1.8	1.4	i	-0.5	i	1.8	-3.0
Cc1ccc(NC2=CC(=O)CC(c3ccco3)C2)c(N)c1 (configuration not stated)
  0.3	2.9	1.0	0.7	7.9	i	-0.9	i	-5.3	3.1
CCc1nnc(NC(=O)CCC(=O)N2CCN(CCc3ccccc3)CC2)s1
  1.1	-0.7	-4.9	-0.5	0.1	i	2.9	i	-0.3	-0.4
O=C(CSc1nc(-c2ccco2)cc(C(F)(F)F)n1)NCCN1CCOCC1
  0.1	-0.6	-0.8	-0.9	-5.4	i	-7.8	i	1.3	2.6
Cc1cc(=O)[nH]c2nnc(-c3ccc(Cl)cc3)n12
  4.4	0.2	-12.3	-2.1	-9.7	i	-5.1	i	1.0	5.7
COC(=O)c1ccc(CSc2nnc(N)s2)cc1
  1.6	2.5	2.6	0.3	-7.4	i	4.6	i	2.3	-3.4
Cc1cccc(NC(=S)N(CCN2CCOCC2)Cc2ccccc2F)c1
  -5.6	-1.0	-4.2	-1.6	0.7	i	-1.7	i	-0.9	0.8

# In the list so far, these contain a cyano group.
# Fields – Rin1 Abl inh	STEP inh	Scp1 inh	LMPTP inh	NadD inh	Rpn11 block	SUMO1-SIM PPI	Neddylation inh	DNMT1 block	CSN deneddyl inh
N#CCCN1CCN(S(=O)(=O)c2cc(Cl)ccc2Cl)CC1
  1.5	-3.3	1.4	-0.4	2.8	i	-0.6	i	0.5	1.4
Cc1ccc(SCC(=O)OCC(=O)NC2(C#N)CCCCC2)cc1
  0.1	0.5	-7.6	-0.1	-4.8	i	-4.3	i	-1.7	1.5
N#CCCNC(=O)CCN1CCOCC1
  2.2	-5.6	-9.6	-1.8	1.4	i	-0.5	i	1.8	-3.0

# Bioassay records: PubChem BioAssay, several laboratories
